# Bioassay records: PubChem BioAssay, National Center for Advancing Translational Sciences (NCATS)
# FEN1 inhibitor: human FEN1 inhibition; Recombinant FEN1 flap cleavage, fluorescence, 15 min; actives 0.35% (n = 390,000); Potency, µM (titrated, usually from 114 µM), for the others: at the top dose activity change, negative = inhibition, actives largely listed as inhibitors; AID 588795; P39748; further: nearly all actives have a fitted effect of over 65% in size
# Target sequence (P39748 whole entry, looked up): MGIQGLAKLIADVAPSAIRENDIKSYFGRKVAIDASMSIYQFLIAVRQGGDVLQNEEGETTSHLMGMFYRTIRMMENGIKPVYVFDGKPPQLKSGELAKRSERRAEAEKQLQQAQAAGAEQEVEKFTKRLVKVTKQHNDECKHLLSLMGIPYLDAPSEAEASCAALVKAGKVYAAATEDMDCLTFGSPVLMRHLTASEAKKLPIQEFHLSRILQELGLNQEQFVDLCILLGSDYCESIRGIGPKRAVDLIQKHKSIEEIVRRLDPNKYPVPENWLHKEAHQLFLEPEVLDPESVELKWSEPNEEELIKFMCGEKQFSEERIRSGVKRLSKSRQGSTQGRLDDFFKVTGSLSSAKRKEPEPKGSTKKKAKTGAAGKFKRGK
#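 FEN1 at 10 nM preincubated with compounds 15 min at room temperature, then flap DNA substrate added at 50 nM final. Signal read at 0 and 15 min; concentration-response fitted with four-parameter Hill equation.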
# GCN5L2 inh: blocks human GCN5L2 histone acetyltransferase; Potency, µM (highest dose often 58.9 µM), for the others: at the top dose activity change, negative = inhibition, actives largely listed as inhibitors; actives 0.21% (n = 390,000); GCN5L2 HAT assay, ThioGlo1 CoA-SH fluorescence
#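 GCN5L2 (20nM final) in 50mM HEPES, 0.1mM EDTA pH 7.5, 0.01% Tween-20 was preincubated 15 min at room temperature with compound, then given ThioGlo1 (50uM), H3(1-25) peptide (75uM) and acetyl-CoA (70uM); CoA-thiol fluorescence (Ex340/Em540) was read at 0 and 20 min.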
# N370S GC mod: N370S glucocerebrosidase modulation, Gaucher chaperone candidate. N370S GC spleen homogenate, 4MU-glucoside fluorescence. actives 0.092% (n = 330,000). Potency, µM (series often up to 59.4 µM), without a hit: at the highest dose activity change, negative = inhibition, most hits filed as inhibitors;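 further: 0% = full enzyme activity and -100% = no enzyme basal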
# The depositor's hits bear a star; ? = inconclusive; . = not tested or not shown; & = joins results of further samples; [ ] = another dose, or the depositor's remark. The call rests on the fitted dose curve; in most records, active means well fitted curve in the direction sought with a large enough effect; inconclusive means small, poorly fitted or top-dose-only effect, or another doubt; inactive means no such curve, though single readings can be large; an effect the other way counts as inactive or inconclusive. Unless noted, on the % scale 0 is the no-effect control and ±100 the full control effect; potency means the concentration at half of the fitted maximal effect. Not all compounds are listed; count on the stated rates, not on these rows.
SMILES,FEN1 inhibitor,GCN5L2 inh,N370S GC mod
CCn1cc(C(=O)NCCc2ccc(C)cc2)c(=O)c2cc(S(=O)(=O)N3CCCCC3)ccc21,10%,-11%,.
Cc1cccc(NC(=O)c2nc[nH]c2C(=O)NCCCCNC(=O)c2[nH]cnc2C(=O)Nc2cccc(C)c2)c1,-5%,1%,.
Cc1ccc(Cl)cc1N1CCN(C(=O)c2ccc(CS(=O)c3ccccc3)o2)CC1 (stereo unspecified),-1%,-1%,.
O=C(Nc1ccon1)c1ccc(N2CCCCC2)c([N+](=O)[O-])c1,10%,-9%,2%
COCCCN1C(=O)C(O)=C(C(C)=O)C1c1ccccn1 (stereo unspecified),-6%,-17%,-1%
CCOc1cccc(CNC(=O)c2ccc(N3CCCC3)c(NC(=O)Nc3ccccc3CC)c2)c1,3%,0%,.
COc1cc(O)c(C(CCN2CCCC2)c2ccc3c(c2)OCO3)c(OC)c1 (stereo unspecified),-15%&20%,-7%,-13%&-12%
c1ccc(CCSc2ncnc3nc[nH]c23)cc1,-18%,2%,5%
Cc1ccc(S(=O)(=O)c2c(Nc3cccc(Cl)c3)sc(C(=O)c3ccc4c(c3)OCO4)c2N)cc1,-1%,0%,.
CC(=O)N1CCc2cc(S(=O)(=O)CCC(=O)N3CCc4ccccc4C3)ccc21,-5%,-21%[0.501 µM],0%
Cc1ccc(C)c(N2CCN(C(=O)c3cc(S(=O)(=O)N4CCCC4)c[nH]3)CC2)c1,-4%,-10%,.
CCCCNC(=O)CCC(=O)Nc1ccc2nc(N3CCN(C)CC3)cc(C)c2c1,-15%,-1%,14%
Cc1ccc(/C=C/C(=O)OC(C)C(=O)NC2CCCCC2C)o1 (stereo unspecified),4%,1%,-10%
N/C(=N\OC(=O)c1ccco1)c1ccccc1,-1%,0%,0%
CN(C)S(=O)(=O)c1cccc(NC(=O)c2ccc3nccnc3c2)c1,-16%,-6%,3%
CCOc1ccc(CCNC(=O)Cn2nc(CC)n3c(cc4sc(CC)cc43)c2=O)cc1OCC,16%,-4%,.
COc1ccc(CN2CCNC(=O)C2CC(=O)NC2CCCCC2)c(OC)c1 (stereo unspecified),5%,2%,-22%
CCN1CCN(C(c2cccc(Cl)c2)c2c(O)cc(C)n(CCOC)c2=O)CC1 (stereo unspecified),-13%,-9%,.
CC1CCCN(C(=O)c2cn(-c3ccccc3)nc2-c2cccnc2)C1 (stereo unspecified),10%,-3%,-12%
N#C/C(=C\c1ccc(-c2ccc(C(=O)O)cc2)o1)C(=O)Nc1ccc(F)cc1,45µM*,-30%,-2%
N#Cc1cccc(-c2nnc(SCc3ccccc3C#N)o2)c1,-20%,-2%,-3%
CCc1c(C(=O)NC2CCCC2)csc1C,-1%,-15%,2%
Cc1cc(C)n2nc(CC(=O)NNC(=O)COc3ccccc3)nc2n1,20%,-6%,-3%
COc1ccc2sc(N3C(=O)C4CC=C(C)CC4C3=O)nc2c1 (stereo unspecified),-2%,-3%,7%
CC(C)NC(=O)Nc1ccc2c(c1)C(=O)N([C@H](C)CO)C[C@H](C)[C@@H](CN(C)C(=O)NC1CCCCC1)O2,-9%,-2%,.
Cc1cc(NC(=O)c2cc([N+](=O)[O-])ccc2Cl)no1,7%,0%,9%
CC(OC(=O)c1cccs1)C(=O)NCc1ccco1 (stereo unspecified),-1%,0%,2%[2.35 µM]
Cc1cccc(C)c1OCC(O)CNS(=O)(=O)c1ccccc1C(=O)N1CCOCC1 (stereo unspecified),-6%,-1%,0%
Cc1cc(NC(=O)CSc2ccc(-c3ccc(F)cc3)nn2)no1,-1%,-12%,-4%
O=C1CCC(=O)N1c1nc2nc(-c3ccccc3)cc(=O)n2[nH]1,-2%,-3%,-4%
CCc1ccc2oc(C(=O)Nc3nc(-c4ccc(F)cc4)ns3)c(C)c2c1,21%,-1%,.
O=C(NC(=S)NNS(=O)(=O)c1ccccc1)c1ccccc1[N+](=O)[O-],14%,15%,0%
O=[N+]([O-])c1ccccc1COc1ccc(Cl)c2cccnc12,-6%,-6%,-6%
CCN(Cc1ccc2c(c1)OCO2)C(=O)CSc1nc(C)nc2sc(C)c(C)c12,-10%,-6%,.
Cc1ccc(N2CCN(c3ccc(C)cc3)C2c2ccccn2)cc1,15%,-10%,0%
CC1=NN(c2ccccc2)C(=O)/C1=C\c1cc(C)n(C)c1C,0%,-5%,9%
Cc1ccc(-c2c(C(=O)N/N=C/c3c[nH]c4ccccc34)nnn2-c2nonc2N)cc1,6%,-6%,-5%
CCCCN(CC)C(=O)C1CCCN(c2ncnc3onc(C)c23)C1 (stereo unspecified),-1%,23%,.
COC(=O)CN1C2(C#N)CCCCC2CC2CCCCC21C#N (stereo unspecified),4%,-12%,21%
COc1ccccc1CCN=C(N)NS(=O)(=O)c1ccc(C)c(C)c1,-3%,-23%,0%
COc1ccc(C(CC(=O)O)NC(C)=O)cc1OC (stereo unspecified),8%,-2%,-20%
CC1=CC(C)(C)N(S(=O)(=O)c2ccc(C)cc2)c2ccccc21,?,-4%,9%
COc1ccc([N+](=O)[O-])c(OC)c1C(=O)NC(=O)Nc1c(F)cc(F)cc1F,-2%,-2%,9%
Cc1nnc(NC(=O)CSc2cn(Cc3ccccc3)c3ccccc23)s1,18%,1%,-1%
O=C(COc1ncnc2ccccc12)Nc1cc(S(=O)(=O)N2CCOCC2)ccc1Cl,2%,?,-4%
COC(=O)CC1=C(C(=O)OC)C(c2ccncc2)C(C#N)=C(N)O1 (stereo unspecified),8%,1%,1%
COc1cc2c(C(=O)Nc3cc(OC)c(OC)c(OC)c3)cn(C)c(=O)c2cc1OC,-8%,-8%,.
CCOC(=O)c1c(/N=C/N(C)C)sc(C)c1C,19%,-18%,-2%
COc1ccc(Br)cc1CNC(=O)c1cc2n(n1)CCCN(Cc1ccc(C)cc1)C2=O,-4%,-10%,.
CCC(C)(C)NC(=O)C(c1ccc(OC)cc1)N(C(=O)CCC(=O)Nc1cc(C)on1)c1ccccc1F (stereo unspecified),-2%,-8%,-12%
CC12CCC(=O)N1C(C(=O)Nc1nc3ccc(F)cc3s1)CS2 (stereo unspecified),-3%,4%,.
Cn1c(=O)c(C(=O)CSc2nnc(Nc3ccccc3)s2)c(N)n(Cc2ccccc2)c1=O,-3%,-1%,7%
Cc1cc(C)n(-c2nnc(N3CCN(c4ccc(F)cc4)CC3)nn2)n1,-13%,-7%,-3%
Cc1cc(O)c(C(c2ccccc2)N2CCC(C)CC2)c(=O)n1Cc1ccco1 (stereo unspecified),-1%,-3%,.
CCOc1cc(C2Nc3ccccc3NC3=C2C(=O)CC(C)(C)C3)ccc1OC(C)=O (stereo unspecified),1%,-8%,0%
COc1cccc(C(=O)NCCSc2c(C)[nH]c3ccccc23)c1OC,-17%,-3%,4%
NS(=O)(=O)c1ccc(CCNC(=O)C2CC(=O)N(Cc3ccccc3Cl)C2)cc1 (stereo unspecified),-1%,-19%,.
N#Cc1cn(Cc2ccccc2)c(=O)[nH]c1=O,5%,-13%,12%
CCOC(=O)N1CCN(C(=O)CSc2ccc(-c3ccccc3)nn2)CC1,-1%,-15%,2%
O=C(c1cccc(Cl)c1)N1CCN(CCc2ccncc2)CC1,-1%,-7%,.
# The list goes on:
SMILES,FEN1 inhibitor,GCN5L2 inh,N370S GC mod
C=CCOc1ccc(Br)cc1/C=N/O,4%,?,3%
CC(=O)N[C@H]1CSSC[C@@H](C(=O)N2CCC[C@H]2C(=O)N2CCC[C@H]2C(=O)N[C@@H](CCCCN)C(=O)N[C@@H](CC(=O)O)C(N)=O)NC(=O)CNC(=O)[C@H](Cc2c[nH]c3ccccc23)NC(=O)[C@H](CCCNC(=N)N)NC(=O)[C@@H](Cc2ccc3ccccc3c2)NC(=O)[C@H](Cc2cnc[nH]2)NC(=O)[C@H](CCC(=O)O)NC1=O,.,-2%,-2%
O=C(c1c[nH]c2ccccc12)C(O)C(c1ccccc1)N1CCOCC1 (stereo unspecified),-3%,2%,-1%
CCOC(=O)c1[nH]c(C)c(C(=O)NC(C)(C)C)c1C,-11%,20%,4%
CC(C)NC(=O)c1cc(-c2cccs2)on1,-7%,-1%,8%
CCOc1ccc2[nH]c(=O)c(CN(CCO)C(c3nnnn3C3CCCCC3)C(C)C)cc2c1 (stereo unspecified),2%,-1%,-8%
N#Cc1cccc(CSc2ncnc(N)n2)c1,5%,1%,-10%
O=C(Nc1ccc(Cl)cn1)c1cccc(S(=O)(=O)N2CCCC2)c1,0%,-8%,-3%
Cc1c(C)c2ccc(OC(C)C(=O)NCCCn3ccnc3)c(C)c2oc1=O (stereo unspecified),19%,-2%,-5%
CN(C)c1cc2c(cc1NC(=O)c1ccccc1Cl)n(C)c(=O)n2C,5%,-5%,-4%
Cc1ccc2nc3c(cc(C(=O)NCc4ccco4)c(=N)n3Cc3ccco3)c(=O)n2c1,-8%,2%,2%
CC(C)CCn1c(=O)c2ccccc2n2c(=S)[nH]nc12,9%,-4%,2%

# Already shown: entries from further up.
SMILES,FEN1 inhibitor,GCN5L2 inh,N370S GC mod
CCOc1cc(C2Nc3ccccc3NC3=C2C(=O)CC(C)(C)C3)ccc1OC(C)=O (stereo unspecified),1%,-8%,0%
COc1cccc(C(=O)NCCSc2c(C)[nH]c3ccccc23)c1OC,-17%,-3%,4%
NS(=O)(=O)c1ccc(CCNC(=O)C2CC(=O)N(Cc3ccccc3Cl)C2)cc1 (stereo unspecified),-1%,-19%,.
N#Cc1cn(Cc2ccccc2)c(=O)[nH]c1=O,5%,-13%,12%
CCOC(=O)N1CCN(C(=O)CSc2ccc(-c3ccccc3)nn2)CC1,-1%,-15%,2%
O=C(c1cccc(Cl)c1)N1CCN(CCc2ccncc2)CC1,-1%,-7%,.
C=CCOc1ccc(Br)cc1/C=N/O,4%,?,3%
CC(=O)N[C@H]1CSSC[C@@H](C(=O)N2CCC[C@H]2C(=O)N2CCC[C@H]2C(=O)N[C@@H](CCCCN)C(=O)N[C@@H](CC(=O)O)C(N)=O)NC(=O)CNC(=O)[C@H](Cc2c[nH]c3ccccc23)NC(=O)[C@H](CCCNC(=N)N)NC(=O)[C@@H](Cc2ccc3ccccc3c2)NC(=O)[C@H](Cc2cnc[nH]2)NC(=O)[C@H](CCC(=O)O)NC1=O,.,-2%,-2%
O=C(c1c[nH]c2ccccc12)C(O)C(c1ccccc1)N1CCOCC1 (stereo unspecified),-3%,2%,-1%
CCOC(=O)c1[nH]c(C)c(C(=O)NC(C)(C)C)c1C,-11%,20%,4%
CC(C)NC(=O)c1cc(-c2cccs2)on1,-7%,-1%,8%
CCOc1ccc2[nH]c(=O)c(CN(CCO)C(c3nnnn3C3CCCCC3)C(C)C)cc2c1 (stereo unspecified),2%,-1%,-8%
N#Cc1cccc(CSc2ncnc(N)n2)c1,5%,1%,-10%
O=C(Nc1ccc(Cl)cn1)c1cccc(S(=O)(=O)N2CCCC2)c1,0%,-8%,-3%
Cc1c(C)c2ccc(OC(C)C(=O)NCCCn3ccnc3)c(C)c2oc1=O (stereo unspecified),19%,-2%,-5%
CN(C)c1cc2c(cc1NC(=O)c1ccccc1Cl)n(C)c(=O)n2C,5%,-5%,-4%
Cc1ccc2nc3c(cc(C(=O)NCc4ccco4)c(=N)n3Cc3ccco3)c(=O)n2c1,-8%,2%,2%
CC(C)CCn1c(=O)c2ccccc2n2c(=S)[nH]nc12,9%,-4%,2%

# More structures follow.
SMILES,FEN1 inhibitor,GCN5L2 inh,N370S GC mod
N#Cc1ccc2ccn(CC(=O)NCc3ccccc3)c2c1,-11%,-7%,12%
COc1ccc(CCNC(=O)CSc2ccsc2[N+](=O)[O-])c(OC)c1,16%,-17%,-4%
Cc1nc2c(C)cccn2c1/C(O)=C1\C(=O)C(=O)N(CCN2CCOCC2)C1c1ccncc1 (stereo unspecified),4%,?,-3%
CC1=C(C(=O)Nc2ccccc2)C(c2ccco2)C(C#N)=C(SCC(N)=O)N1 (stereo unspecified),17%,-9%,.
CCOC(=O)N1CCc2c(sc(NC(=O)c3ccc(S(=O)(=O)N4CCCC4)cc3)c2C#N)C1,9%,-6%,8%
CC(NC(=O)c1cccnc1)C(c1cccs1)N1CCN(C)CC1 (stereo unspecified),-14%,-3%,6%
O=C1C=C(NCCOC23CC4CC(CC(C4)C2)C3)C2(CCCCC2)O1,-1%,-1%,-6%
CCS(=O)(=O)Nc1cc(C(=O)OC)ccc1C(=O)OC,14%,-9%,-1%
NC(=O)CSc1nnc(Cc2csc(Nc3ccc(F)cc3)n2)n1Cc1ccccc1,1%,-1%,-6%
COCc1ccc(C(=O)N2CCCC(N3CCN(c4ccccc4C)CC3)C2)s1 (stereo unspecified),-19%,-11%,-3%
CCn1c(SCC(=O)Nc2ccc(C(C)=O)cc2)nc2nc3c(cc2c1=O)CCCC3,-11%,-7%,29%
Nc1ncnc2c1ncn2[C@@H]1O[C@H](CNC(=O)[C@@H]2CCN2)[C@@H](O)[C@H]1O,-3%,2%,.
O=C(Nc1ccc(Cl)cc1)Nc1cc([N+](=O)[O-])ccc1F,-3%,-1%,8%
CCOC(=O)C(C)Sc1nc(=O)n2cc(C)ccc2n1 (stereo unspecified),8%,-27%,2%
